yeast mlh1 rad18 = NCI yeast anticancer drug screen, S. cerevisiae mlh1 rad18 strain | % growth inhibition at 50 µM | 79,000 compounds, 11% hits;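 also: 0% = growth of vehicle-only cultures of the same strain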
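Test agents were incubated with a yeast strain of defined genotype (DNA damage repair defect). Inhibition of growth was derived by comparison with vehicle-exposed cultures.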
sgs1 mgt1 = NCI yeast anticancer drug screen, S. cerevisiae sgs1 mgt1 strain. growth inhibition, % at 50 µM. 78,000 compounds, 10% hits;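 also: 0% = growth of vehicle-only cultures of the same strain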
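Test agents were incubated with a DNA-repair-mutant yeast strain. Growth was then read and compared against vehicle-treated controls.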
yeast rad50 = NCI yeast anticancer drug screen, S. cerevisiae rad50 strain | growth inhibition, % at 50 µM | 79,000 compounds, 10% hits | AID 155, 2004;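 also: 0% = growth of vehicle-only cultures of the same strain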
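Yeast carrying a defined DNA repair defect were exposed to test compounds, and growth was compared with vehicle-treated controls to give percent inhibition.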
yeast cln2 rad14 = NCI yeast anticancer drug screen, S. cerevisiae cln2 rad14 strain. growth inhibition, % at 50 µM. 78,000 compounds, 8.3% hits. AID 165, 2004;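 also: 0% = growth of vehicle-only cultures of the same strain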
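Test compounds were added to cln2 rad14 yeast cultures; inhibition of growth was then determined by comparison with vehicle treatment.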
yeast mec2-1 = NCI yeast anticancer drug screen, S. cerevisiae mec2-1 strain. % growth inhibition at 50 µM. 79,000 compounds, 9% hits. AID 157, 2004;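 also: 0% = growth of vehicle-only cultures of the same strain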
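mec2-1 yeast strain, carrying an alteration in DNA damage repair or cell cycle control, was exposed to compounds; growth inhibition was measured relative to vehicle-treated controls.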
yeast bub3 = NCI yeast anticancer drug screen, S. cerevisiae bub3 mutant strain. growth inhibition, % at 50 µM. 78,000 compounds, 9.9% hits;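 also: 0% = growth of vehicle-only cultures of the same strain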
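Yeast carrying a defined mutation is treated with each compound, and growth is compared with that of vehicle-exposed cells to give inhibition.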
An asterisk follows results filed as active; & = joins results of further samples. Rule as the data show it: active = growth inhibition above about 70%; inactive = the rest. This is a subset (hit frequency here may not be typical).

Molecule	yeast mlh1 rad18	sgs1 mgt1	yeast rad50	yeast cln2 rad14	yeast mec2-1	yeast bub3
O=C1SCCC1CO (stereo unspecified)	-8	-7	-9	-3	4	-2
CNC(C)(C)Cc1ccc(Cl)cc1	0	28	33	25	11	5
CCOC(=O)C1C2OC(=O)C(C(=O)C2CN(CCCl)CCCl)C1C1CC=C(CC2=CCC(C3C4C(=O)OC(C(CN(CCCl)CCCl)C4=O)C3C(=O)OCC)CC2)CC1 (stereo unspecified)	65	57	54	54	57	50
COC(=O)CC[N+]1([O-])CC1	-6	0	11	6	-10	10
C=C(C)C1(CCCC)C(=O)NC(=S)NC1=O	40	35	30	-28	12	39
O=c1c2ccccc2c(-c2ccc(N(CCCl)CCCl)cc2)cn1CCCl	32	-19	-1	18	-6	-4
CNCC(NC)c1cc(OC)c(OC)c(OC)c1 (stereo unspecified)	-23	7	-5	-4	3	-1
O=C1c2ccccc2C(O)(C(=O)O)C1(O)CC=C(Cl)Cl (stereo unspecified)	-2	-4	3	9	-33	-16
C[CH2][Sn]([Cl])([CH2]C)[CH2]C	98*	97*	98*	81*	98*	98*
CCN(CC)C1C=CCCC1 (stereo unspecified)	-7	-20	-18	1	-8	-12
COc1cc([C@@H]2c3cc4c(cc3C[C@H]3COC(=O)[C@@H]32)OCO4)cc(OC)c1OC	14	10	5	28	-3	24
NN1CCCC1C(=O)O (stereo unspecified)	66	28	23	76*	53	99*
O=C(Cc1c2ccccc2cc2c1ccc1ccccc12)N(CCCl)CCCl	99*	99*	99*	94*	99*	98*
O=C(O)C(=O)C(Cl)Br (stereo unspecified)	1	-2	5	-18	-9	2
CC(C)CCN(CCC(C)C)CC(O)c1ccc(Cl)cc1 (stereo unspecified)	-21	10	0	-48	13	-19
CC1(C)C2CC(c3ccncc3)ON2C(C)(C)N1O (stereo unspecified)	-1	-14	-9	26	-14	-11
COc1cc([N+](=O)[O-])c(N)c([N+](=O)[O-])c1	2	-10	-7	-31	-2	7
CN1C(=O)c2ccccc2NC(=O)C12O[C@@H]2c1ccccc1 (stereo partly specified)	-17	-5	0	14	-20	-10
COc1cc2c(cc1OC)CC[N+](C)=C2	3	14	6	-2	-6	-2
CCNC(=O)OCC1C2=C(C(=O)C(C)=C(N)C2=O)N2CC3C(N3C)C12OC (stereo unspecified)	71*	48	58	45	64	22
Nc1ccc(C(=O)O)c([As](O)O)c1	1	-1	-7	4	9	-4
CC1(CCN)COC(c2ccccc2)(c2ccccc2)OC1 (tested in a mixture with another compound)	43	-1	20	31	4	10
C=CCN(CC=C)C(Cc1ccccc1)c1ccccc1 (stereo unspecified)	-6	-6	3	-6	-8	11
C[N+]1=C(c2cccnc2/C=N/O)OCC1(C)C	-33	-14	1	-5	-19	-24
CC(=O)N1CCCN(C)/C1=N/[N+](=O)[O-]	-14	-7	-20	-11	-15	-15
CC(=O)OC1CC[C@@]2(C)C(=CC[C@@H]3[C@@H]2CC[C@]2(C)C(OC(C)=O)[C@H](n4ccnc4)C[C@@H]32)C1 (stereo partly specified)	91*	75*	72*	70	63	77*
CCOP(=S)(OCC)S/C(C(=O)NC)=C(/C)O	80*	35	64	65	23	56
CC1([N+](=O)[O-])COP(=O)(NCC2CCCO2)OC1 (stereo unspecified)	4	-3	5	-4	-24	0
C[N+](C)(C)NP(=O)(N[N+](C)(C)C)Oc1ccccc1	28	-11	28	21	15	1
CNC(C)Cc1ccc(O)cc1 (stereo unspecified)	-31	-19	-43	-6	-38	-25
CC(=O)C1(c2ccccc2)CCCN(C)CC1 (stereo unspecified)	-3	8	-8	1	-9	3
CC(=O)OC[C@]12C[C@H](OC(=O)CC(C)C)C(C)=C[C@H]1O[C@@H]1[C@H](O)[C@@H](O)[C@@]2(C)[C@@]12CO2	85*	83*	83*	88*	83*	82*
O=C(Nc1cccc(Cl)c1)Oc1c(Cl)cc(S(=O)(=O)F)cc1Cl	69	68	45	61	66	31
O=C(O)c1cccc2nc3ccccc3nc12	14	15	28	-7	23	2
CN(C)CCc1ccccc1	11	14	-15	21	2	-2
CC(C)(C)[SH+]CC[SH+]C(C)(C)C.[C-]#[O+].[C-]#[O+].[C-]#[O+].[C-]#[O+].[Cr]	3	-7	14	-4	-19	4
Cc1ccc(NN=O)nc1	-14	-4	-14	15	3	-11
CC1(C)SC2C(NC(=O)Cc3ccccc3)C(=O)N2C1C(=O)O (stereo unspecified)	-10	-22	1	-97	-17	-36
OC(CN1CC1)C(O)CN1CC1 (stereo unspecified)	-14	-34	-16	8	-26	-45
COC1C(O)C(C)OC(OC2CCC3(C)C(CCC4C3C(O)CC3(C)C(C5=CC(=O)OC5)CCC43O)C2)C1O (stereo unspecified)	17	15	16	1	-9	12
COc1cc2c(c(OC)c1OC)-c1ccc(OC)c(=O)cc1C(=O)CC2	17	-16	14	4	-5	-3
Cc1nc(C)c(N2CCN([N+](=O)[O-])CC2)c(=O)[nH]1	-53	-45	-61	-20	-32	-6
CCCC[C@@H]1CCN2C[C@@H](O)[C@@H](O)[C@@H]2[C@H]1O	-13	-9	-2	12	6	12
CN(C)C(=O)Oc1c(-c2ccccc2)c(=O)n2c3ccccc3n3c(=O)n(C)c(=O)c1c23	20	-1	22	17	23	12
O=C(O)c1cc([N+](=O)[O-])cc([N+](=O)[O-])c1	43	3	-3	-34	1	-31
CCOC=C1C(=O)N(C)C(=O)N(C)C1=O	-4	8	15	5	-2	26
O=C(O)C[O][Sb][O]CC(=O)O	8	-20	-1	2	39	1
Cc1ccc(-c2csc3cccc[n+]23)cc1	-15	-11	1	-7	-10	-3
CNC(Cc1ccccc1)c1cccc(O)c1 (stereo unspecified)	-5	-1	4	-25	-6	0
CC1CN1C(=O)NCCCCCCNC(=O)N1CC1C (stereo unspecified)	-29	-3	-18	-39	0	-6
C[C@@H]1O[C@@H](O[C@H]2CC[C@]3(C=O)[C@H]4CC[C@]5(C)[C@@H](c6ccc(=O)oc6)CC[C@]5(O)[C@@H]4CC[C@]3(O)C2)[C@H](O)[C@H](O)[C@H]1O[C@@H]1O[C@H](CO)[C@@H](O)[C@H](O)[C@H]1O	1	2	4	6	-6	20
O=C(Cl)CCCCCl	5	-3	-11	4	-23	-13
O=C(Nc1ccc(O)cc1)c1c(O)[nH]c(=S)[nH]c1=O	5	6	-12	-56	-13	2
NC(=O)OC(CCl)CCl	-4	-9	35	-13	-10	-10
Clc1ccc(-c2ccccc2)cc1Cl	2	-9	13	-1	-12	15
COC1(OC)C(Cl)=C(Cl)C(Cl)=C1Cl	79*	75*	46	-10	47	59

The results go on:
Molecule	yeast mlh1 rad18	sgs1 mgt1	yeast rad50	yeast cln2 rad14	yeast mec2-1	yeast bub3
CCCCCCCC[N+](CCCC)(CCCC)CCCC (tested in a mixture with another compound)	99*	100*	99*	99*	100*	100*
Nc1cc2ccccc2cc1O	58	30	53	-28	28	44
CCN=C=S	15	5	12	5	-15	10
C1CCC(P(C2CCCCC2)C2CCCCC2)CC1	-15	3	-19	-17	2	5
CCSP(=S)(SC)SCC	18	37	37	46	11	-6
N#CCCSCCC#N	5	14	25	4	7	7
O=NNc1cncc(Cl)n1	-6	-5	-11	-18	-4	0
COC(C)CCOC(=O)CCl (stereo unspecified)	-26	14	-9	-14	39	-34
COc1cccc(C2CC(=O)c3cccn32)c1 (stereo unspecified)	-17	-5	11	21	2	-5
COc1cc(/C=C2\C(O)C3CCN2CC3)cc(OC)c1OC (stereo unspecified)	-7	-6	-9	-9	-2	9
C[Si](C)(C)CS(=O)[O-].[C-]#[O+].[C-]#[O+].[Fe+6].[c-]1[c-][c-][cH-][c-]1	7	21	0	-12	9	-4
O=C1C(Br)=C(N2CC2)C(=O)C(Br)=C1N1CC1	97*	90*	96*	79*	88*	39
NC(=O)c1nnsc1NN=O	-8	-36	19	9	11	-30
O=C1C2C3c4ccccc4C(C2C(=O)N1c1ccccc1)[n+]1ccccc13 (stereo unspecified)	30	42	48	-13	16	7
CC1CN1c1c(C(=O)/C=C/c2ccc(Cl)cc2)c(-c2ccccc2)nn(C)c1=O (stereo unspecified)	48	37	66	66	56	65
CN1CC(NC(=O)N(CCCl)N=O)CC2c3cccc4c3c(cn4N=O)CC21 (stereo unspecified)	52	21	18	19	11	-4
CC/C(=C(/CC)c1ccc(OP(=O)(Cl)N(CCCl)CCCl)cc1)c1ccc(OP(=O)(Cl)N(CCCl)CCCl)cc1 (stereo unspecified)	38	-8	-2	-2	-18	-2
O=C(Oc1ccc([N+](=O)[O-])cc1)C(CSC(c1ccccc1)c1ccccc1)N1C(=O)c2ccccc2C1=O (stereo unspecified)	0	1	-6	11	2	-11
O=C(O)C1CCCN1[N+](=O)[O-] (stereo unspecified)	-8	-5	-22	-13	-6	-6
NNC(=S)S	-45&-2&5	-22&-2&6	-8&-11&28	-22&-24&22	-8&-15&26	-27&9&26
ClCCN(CCN(CCCl)c1cccc2ccccc12)c1cccc2ccccc12	-8	15	0	8	9	1
CCCCCCCN1CCC(C(=O)CC)(c2cccc(O)c2)CC1	31	33	22	-3	21	16
COC1=CC(=Nc2ccc(N(CCCl)CCCl)cc2)C=CC1=O	29	14	18	11	27	15
COc1cc([N+](=O)[O-])c2ncccc2c1[N+](=O)[O-]	94*	75*	85*	54	52	39
Clc1cc[c]([Tl][c]2ccc(Cl)cc2)cc1	-1	83*	23	94*	11	90*
COCCOC(=O)Cc1ccccc1	32	29	39	-11	22	-15
Oc1cccc2cccnc12.[Cr]	-10	-8	6	-7	-1	-17
O=C(O)c1cc(Cl)c(O)c(Cl)c1	-3	1	5	-7	0	3
C=C(CC(=O)O)C(=O)O	5	-4	-2	6	3	6
CN1CCC(O)(c2ccccc2)C(c2ccccc2)C1 (stereo unspecified)	0	-8	0	0	1	1
CCCCOP(=O)(OCCCC)OC(=C(F)F)C(F)(F)P(=O)(OCCCC)OCCCC	5	-13	-23	43	1	18
Fc1ccccc1NC1=NCCO1	0	0	-4	-35	-7	-10

Taken from above:
C=C(CC(=O)O)C(=O)O in yeast rad50 → -2
Oc1cccc2cccnc12.[Cr] in yeast bub3 → -17
COCCOC(=O)Cc1ccccc1 in sgs1 mgt1 → 29

Next section:
Molecule	yeast mlh1 rad18	sgs1 mgt1	yeast rad50	yeast cln2 rad14	yeast mec2-1	yeast bub3
O[As](O)O.S=C(S)c1ccccc1S	25	19	8	28	-13	2
O=[N+]([O-])c1ccc(C=Cc2ccc(C(F)(F)F)cc2)cc1.[C-]#[O+].[C-]#[O+].[C-]#[O+].[Cr]	74*	73*	29	27	56	73*
O=C(O)COc1ccc(Cl)cc1Cl	7	-20	-13	-24	3	-1
O=C=Nc1ccc(Cl)cc1	-16	-8	-10	-21	-15	-2
CC(c1ccccc1)N1CCN(C(C)c2ccccc2)CC1 (stereo unspecified)	5	-32	3	26	-35	-30
O=[N+]([O-])c1cccc2c(N3CC3)cnnc12	6	18	23	6	-2	10
COc1ccc([C@H]2N[C@@H]2c2ccccn2)cc1	21	-7	3	17	-2	5
N#Cc1ccccc1NC(=O)/C(=N\Nc1ccc([N+](=O)[O-])cc1)C1C(=O)NC(=O)NC1=O	-1	-10	2	6	11	18

Next part; the last 5 above are carried over.
Molecule	yeast mlh1 rad18	sgs1 mgt1	yeast rad50	yeast cln2 rad14	yeast mec2-1	yeast bub3
O=C=Nc1ccc(Cl)cc1	-16	-8	-10	-21	-15	-2
CC(c1ccccc1)N1CCN(C(C)c2ccccc2)CC1 (stereo unspecified)	5	-32	3	26	-35	-30
O=[N+]([O-])c1cccc2c(N3CC3)cnnc12	6	18	23	6	-2	10
COc1ccc([C@H]2N[C@@H]2c2ccccn2)cc1	21	-7	3	17	-2	5
N#Cc1ccccc1NC(=O)/C(=N\Nc1ccc([N+](=O)[O-])cc1)C1C(=O)NC(=O)NC1=O	-1	-10	2	6	11	18
CCOC(=O)C(Br)CBr (stereo unspecified)	23	5	6	-2	-18	-16
[CH-]=C([CH2-])C.[Ni][Br].c1ccc([PH+](c2ccccc2)c2ccccc2)cc1	-2	27	36	-9	3	-5
Clc1nc(Cl)nc(Cl)n1	8	10	-6	4	-4	-1
CCOC(=O)C(C)(C)C(OP(=S)(OCC)OCC)=C(C)C	7	13	5	24	12	18
Nc1nc(N)c2cnnn2n1	21	17	18	12	-13	4

Screening data (PubChem BioAssay)
